High-throughput results deposited in PubChem by several laboratories.
PPARg SRC-2 ag: agonists of SRC-2 recruitment by human PPARgamma. P37231. PPARgamma LBD-SRC-2 recruitment, biochemical. activation, % at 8 µM. 200,000 tested, 0.34% active; in the data active = activation above about 22%;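 note: 0% = vehicle and 100% = reference agonist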
Target sequence (P37231 whole entry, looked up, the tested form may be a part): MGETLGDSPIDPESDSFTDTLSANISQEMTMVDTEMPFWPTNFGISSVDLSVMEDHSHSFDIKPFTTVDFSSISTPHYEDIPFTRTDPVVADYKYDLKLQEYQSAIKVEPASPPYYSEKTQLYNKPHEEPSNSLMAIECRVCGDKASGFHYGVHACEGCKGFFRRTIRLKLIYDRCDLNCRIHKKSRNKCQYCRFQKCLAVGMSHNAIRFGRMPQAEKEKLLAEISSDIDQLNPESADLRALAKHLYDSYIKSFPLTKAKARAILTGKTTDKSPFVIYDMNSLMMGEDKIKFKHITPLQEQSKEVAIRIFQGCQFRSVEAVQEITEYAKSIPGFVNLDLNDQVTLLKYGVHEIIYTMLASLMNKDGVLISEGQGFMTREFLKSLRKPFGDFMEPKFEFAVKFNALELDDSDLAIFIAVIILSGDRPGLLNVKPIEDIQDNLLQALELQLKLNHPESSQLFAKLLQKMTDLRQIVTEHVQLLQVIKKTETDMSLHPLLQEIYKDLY
HMGR II inh: E. faecalis class II HMG-CoA reductase inhibition. AID 1066. purified E. faecalis HMGR, NADPH absorbance 340 nm kinetic. 190,000 tested, 0.41% active. inhibition, % at 10 µM;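 active = inhibition above a set limit, the median over all tested compounds plus 3 SD, cut at about 9.5% in these data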;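 note: enzyme runs in reverse so mevalonate oxidation gives rising NADPH absorbance; 0% = complete reaction with DMSO and 100% = background rate lacking mevalonate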
bIAP inh: intestinal alkaline phosphatase (bovine) inhibition. 190,000 tested, under 10 active. purified bovine IAP, CDP-star luminescence, 30 min. AID 1019. inhibition, % at 20 µM;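 active = over 50% inhibition of intestinal alkaline phosphatase at 20 µM in the single-dose screen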
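test system = bovine IAP enzyme | medium = DEA buffer 100 mM, pH 9.8, with MgCl2 1.0 mM, ZnCl2 0.02 mM | detection = luminescence | dosing = single compound dose of 20 µM, 2% DMSO final | incubation = 30 min reaction at room temperature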
bIAP activator: intestinal alkaline phosphatase (bovine) activation; activation factor at 20 µM; AID 1016; 200,000 tested, 0.17% active; purified bovine IAP, CDP-star luminescence, 30 min; stronger effect = higher value; fold of DMSO-control signal, blank-subtracted;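 active = activation factor of 2 or more at 20 µM, a signal rise over negative controls twice the positive control's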
TNAP act hiacc: TNAP (human) activation, high acceptor; activation factor at 20 µM; AID 1136; 200,000 tested, under 10 active; P05186; purified TNAP, CDP-star luminescence, 1 M DEA, 30 min; stronger effect = higher value; 0 = EDTA background, 1 = DMSO-only activity;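 active = activation factor at least 2 at 20 µM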
Target sequence (P05186 whole entry, looked up): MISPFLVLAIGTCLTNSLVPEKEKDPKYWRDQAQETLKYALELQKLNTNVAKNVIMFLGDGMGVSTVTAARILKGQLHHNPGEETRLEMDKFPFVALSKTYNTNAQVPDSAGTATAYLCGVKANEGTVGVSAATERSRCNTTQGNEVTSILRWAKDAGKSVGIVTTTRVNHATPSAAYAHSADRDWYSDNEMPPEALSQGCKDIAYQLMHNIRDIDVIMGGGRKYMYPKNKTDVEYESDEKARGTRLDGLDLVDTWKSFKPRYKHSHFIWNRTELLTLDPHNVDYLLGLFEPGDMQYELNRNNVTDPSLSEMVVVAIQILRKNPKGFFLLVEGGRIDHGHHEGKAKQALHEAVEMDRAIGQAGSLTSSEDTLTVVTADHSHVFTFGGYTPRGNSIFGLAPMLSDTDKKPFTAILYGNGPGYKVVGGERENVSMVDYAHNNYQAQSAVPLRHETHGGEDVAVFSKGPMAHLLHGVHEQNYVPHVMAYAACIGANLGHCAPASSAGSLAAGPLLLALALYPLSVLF
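Assay system: human TNAP; Input: enzyme diluted 1/800 final; Reagent: CDP-star luminogenic substrate at 100 µM final; Timing: 30 min, room temperature; Signal: luminescence; Evaluation: TNAP activation factor scaled between EDTA and DMSO control wells.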
PPARg SRC-1 ag: agonists of human PPARgamma SRC-1 coactivator recruitment | PPARgamma-SRC-1 coactivator recruitment biochemical assay | activation, % at 8 µM | 200,000 tested, 0.41% active; in the data active = activation above about 19%;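 note: 0% = DMSO and 100% = reference agonist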
TR-FRET SRC-2 ct: counter-screen for PPARgamma SRC-2 recruitment agonists: TR-FRET artefact. AID 1049. 200,000 tested, 0.4% active. TR-FRET ratio at 8 µM. stronger effect = higher value; in the data active = TR-FRET ratio above about 2000; note: inactives centre near 1500
PPARg SRC3 recr: PPARgamma-driven SRC-3 recruitment agonism | P37231 | biochemical PPARgamma/SRC-3 coactivator recruitment assay | activation, % at 8 µM | 200,000 tested, 0.26% active | AID 731; in the data active = activation above about 23%;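 note: 0% = DMSO and 100% = reference agonist; some compounds past the cut are filed as inactive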
TNAP inh hi DEA: blocks human TNAP under high phosphate acceptor concentration | P05186 | purified TNAP, CDP-star luminescence, 1 M DEA | 200,000 tested, 0.03% active | inhibition, % at 20 µM;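 active = over 50% inhibition of tissue-nonspecific alkaline phosphatase at 20 µM in the single-dose screen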;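 note: plate controls were DMSO wells for no effect and EDTA-quenched wells as full inhibition for full effect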
TNAP inh noacc: blocks human TNAP activity with no phosphate acceptor present; P05186; purified TNAP, CDP-star luminescence, 30 min; inhibition, % at 20 µM; 200,000 tested, 0.26% active; AID 1012;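 active = tissue-nonspecific alkaline phosphatase inhibition above about 50% at 20 µM in the single-dose screen, limit read from the data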;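 note: 0% = DMSO negative control and 100% = EDTA positive control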
Starred values were filed as active, the others as inactive; i = inactive; x = not tested or not shown.

Sample of the layout, 2 compounds:
SMILES	PPARg SRC-2 ag	HMGR II inh	bIAP inh	bIAP activator	TNAP act hiacc	PPARg SRC-1 ag	TR-FRET SRC-2 ct	PPARg SRC3 recr	TNAP inh hi DEA	TNAP inh noacc
Cc1c(CCO)c(=O)[nH]n1C(=O)c1c(F)cccc1F	12	4	17	0.8	1	6	1642	7	4	2
CCOc1cc(N2CCOCC2)c(OCC)cc1NC(=O)c1ccc(=O)n(Cc2ccccc2)n1	x	x	6	0.9	1.1	x	x	x	-9	-5

Results, from the first entry:
SMILES	PPARg SRC-2 ag	HMGR II inh	bIAP inh	bIAP activator	TNAP act hiacc	PPARg SRC-1 ag	TR-FRET SRC-2 ct	PPARg SRC3 recr	TNAP inh hi DEA	TNAP inh noacc
Cc1c(CCO)c(=O)[nH]n1C(=O)c1c(F)cccc1F	12	4	17	0.8	1	6	1642	7	4	2
CCOc1cc(N2CCOCC2)c(OCC)cc1NC(=O)c1ccc(=O)n(Cc2ccccc2)n1	x	x	6	0.9	1.1	x	x	x	-9	-5
O=C(Nn1cnnc1)C1Cc2ccccc2CN1S(=O)(=O)c1ccc(F)cc1 (centres undefined)	4	-9	1	1	1	8	1596	-3	-2	-7
Fc1ccc(COc2ccccc2CNCc2ccncc2)cc1	-1	-2	13	0.9	1	-4	1484	0	-3	-14
Cc1ccc(-c2nnn(CC(=O)N(CC(=O)NC3CCCCC3)c3cnc4ccccc4c3)n2)o1	3	x	x	x	x	1	1371	1	x	x
Cc1ccc(CN2C(=O)CSc3ccc(C(=O)NCCN4CCOCC4)cc32)cc1	-5	-3	2	1	1	-12	1504	-1	-2	-10
Nc1c(Cl)cc(Cl)cc1C(=O)OCC(=O)N1CCCC1	9	-2	0	1	1.1	-7	1591	3	-7	-10
O=[N+]([O-])c1ccc(Oc2cccc(F)c2)c2ccncc12	0	0	22	0.8	1	2	1549	5	4	-5
O=c1[nH]c(SCc2ccc(Cl)cc2)nc2ccsc12	10	-3	-7	1.1	1	6	1567	0	-2	4
O=C(NCCO)c1ccc2c(c1)S(=O)(=O)c1ccccc1C2=O	0	2	11	0.9	1.1	1	1680	-2	-7	-8

Part of the list above, with values under each structure:
Every second line gives: PPARg SRC-2 ag, HMGR II inh, bIAP inh, bIAP activator, TNAP act hiacc, PPARg SRC-1 ag, TR-FRET SRC-2 ct, PPARg SRC3 recr, TNAP inh hi DEA, TNAP inh noacc
CCOc1cc(N2CCOCC2)c(OCC)cc1NC(=O)c1ccc(=O)n(Cc2ccccc2)n1
 : x, x, 6, 0.9, 1.1, x, x, x, -9, -5
O=C(Nn1cnnc1)C1Cc2ccccc2CN1S(=O)(=O)c1ccc(F)cc1 (centres undefined)
 : 4, -9, 1, 1, 1, 8, 1596, -3, -2, -7
Fc1ccc(COc2ccccc2CNCc2ccncc2)cc1
 : -1, -2, 13, 0.9, 1, -4, 1484, 0, -3, -14

New compounds follow:
SMILES	PPARg SRC-2 ag	HMGR II inh	bIAP inh	bIAP activator	TNAP act hiacc	PPARg SRC-1 ag	TR-FRET SRC-2 ct	PPARg SRC3 recr	TNAP inh hi DEA	TNAP inh noacc
COC(=O)C(Cc1ccc(OC(=O)c2ccc(C(F)(F)F)cc2)cc1)N1Cc2ccccc2C1=O (centres undefined)	-5	-9	6	0.9	1	5	1516	2	4	-3
CC1=C/C(=N\N=C2\NC(=O)C(CC(=O)Nc3ccccc3)S2)CC(C)(C)C1 (centres undefined)	4	-1	-9	1.1	1	0	1832	-3	-3	-6
c1ccc(-c2nnc(Cn3c4ccccc4c4nc5ccccc5nc43)o2)cc1	-1	x	x	x	x	-5	1326	8	x	x
COC(=O)c1ccc(-c2ccc(CNCC(O)c3ccccc3)o2)cc1 (centres undefined)	-2	1	8	0.9	1.1	-1	1446	-3	-6	-5
COc1cccc(NC(=S)N(CCc2c(C)[nH]c3ccccc23)Cc2ccco2)c1	0	-5	12	0.9	1	7	1437	2	-3	-3
CCN(CC)C(=O)CN1CCN(c2ccccc2F)CC1	3	1	-3	1	1	0	1501	-3	0	-7
CCc1nnc(NC(=O)C2COc3ccccc3O2)s1 (centres undefined)	1	0	-3	1	1	-4	1373	-10	-3	-8
C=CCn1c(N)c(C(=O)Nc2ccccc2)c2nc3ccccc3nc21	1	3	4	1	1.1	-1	1329	-2	-6	-7
Cc1c(NC(=O)CCCN2C(=O)c3cccc4cccc(c34)C2=O)c(=O)n(-c2ccccc2)n1C	-2	-4	-1	1	1	5	1455	3	-2	-8
COc1ccc(-c2ccnc(SCC(=O)N3CCOCC3)n2)cc1	11	-1	7	0.9	1.1	1	1742	-5	-6	-13
COc1ccc(NC(=O)c2cc(S(=O)(=O)N3CCOCC3)cs2)cc1	12	5	-11	1.1	1	0	1698	6	-2	-6
CC(C)c1ccc(N(CC(=O)NCC2CCCO2)C(=O)Cn2nnc(-c3cccs3)n2)cc1 (centres undefined)	4	-4	-16	1.2	1.1	4	1554	1	-8	-11
COCC(C)NC(=O)c1cccc(Cl)c1 (centres undefined)	4	-3	2	1	1	2	1528	11	0	-4
COc1ccc(NC(=O)/C(Cl)=C(/Cl)S(=O)Cc2ccc(C)cc2)cn1 (centres undefined)	3	-5	12	0.9	1	3	1245	-13	-1	-15
COC(=O)c1cc(=O)n(CCc2ccccc2F)c(=Nc2ccc(F)c(Cl)c2)s1	-2	0	16	0.8	1	-3	1617	-3	-3	-5
COc1ccc2[nH]c(=O)c(CN(CCc3ccccc3)Cc3nnnn3CC3CCCO3)cc2c1 (centres undefined)	11	-7	-13	1.1	1	10	1589	8	-1	-8
Cc1ccc(NC(=O)C(c2ccccc2)N(C)C)cc1Cl (centres undefined)	4	-5	-11	1.1	1	0	1657	2	-4	-22
O=C(c1ccco1)N1CCCSC1=Nc1ccccc1	3	-1	14	0.9	1	2	1341	-7	-4	-12
CN(Cc1ccccc1)C(=O)c1ccc2c(c1)OCCO2	9	1	-4	1	1.1	-1	1568	-3	-8	-9
COc1ccc(C)cc1S(=O)(=O)Nc1ccc(F)c(Cl)c1	4	-9	-2	1	1	1	1585	8	0	-3
COc1cccc(/C=N/Nc2nc(N3CCCC3)nc(N3CCCC3)n2)c1O	4	4	-23	1.2	1	3	1535	-6	-4	-13
CCOc1ccc2[nH]c(=O)c(CN(Cc3ccccc3)C(=O)N3CCCC3)cc2c1	-4	0	5	1	1	0	1397	-6	-1	-1
Cc1nc(NC(=O)CSc2nnc(-c3ccc4c(c3)OCO4)o2)c(Cl)cc1Cl	-4	5	16	0.8	1.1	2	1715	6	-7	-15
Cc1cc(C)nc(SCNC(=O)c2ccc(Cl)cc2)n1	2	-1	6	0.9	1	5	1600	5	1	-16
N#Cc1c(N)n[nH]c1CCCN	0	-4	12	0.9	1	-5	1515	3	-2	5
O=C(Nc1ccc(Cl)cc1C(F)(F)F)c1ccc(Cl)cc1	-3	1	-8	1.1	1	5	1511	-5	1	-8
Cc1nc(N2CCN(c3ccccc3)CC2)nc2c1C(=O)CC(c1ccccc1)C2 (centres undefined)	-5	-2	12	0.9	1.1	3	1359	-3	-6	-6
CCCCCCOC(=O)C[N+](C)(C)CCOC1CC2CCC1(C)C2(C)C (centres undefined)	0	1	0	1	1.1	4	1595	1	-8	1
CC(C)NC(=O)NC(=O)COc1c(F)c(F)cc(F)c1F	2	-3	17	0.8	1	0	1485	6	-3	-10
O=C(O)C1CCC(CN(Cc2cccc(Br)c2)C(=S)Nc2ccccc2F)CC1 (centres undefined)	-3	-1	-3	1	1.1	7	1659	-1	-6	-14
FC(F)(F)c1ccc(Oc2ccc3c(C(F)(F)F)cc(C(F)(F)F)nc3n2)cc1	4	0	7	0.9	1	0	1470	-1	-2	4
COc1cccc(CNS(=O)(=O)c2cc(Br)cc3c2N(C(C)=O)C(C)C3)c1 (centres undefined)	5	0	8	0.9	1	3	1515	-2	-4	2
O=C(CS(=O)CC(=O)N(c1ccccc1)C(C(=O)NC1CCCC1)c1cccs1)Nc1ccc(F)cc1 (centres undefined)	3	1	-28	1.3	1	4	1571	2	2	-16
CCCc1cc(=O)[nH]c(SCCCCN2C(=O)c3ccccc3C2=O)n1	0	-6	-5	1	1.1	1	1648	9	-5	-7
CCOC(=O)C(C)Sc1snnc1C (centres undefined)	6	x	x	x	x	12	1630	4	x	x
O=C(CSc1nnc(-c2ccco2)n1-c1ccccc1)NCCc1ccccc1	-9	2	6	0.9	1.1	9	1610	-5	-10	-10
Nc1cc(-c2ccc(Cl)cc2)nn1S(=O)(=O)c1cccc2nsnc12	-11	-8	13	0.9	1.1	8	1416	-8	-8	-12
O=C(COc1ccc(Br)cc1)NCc1ccccn1	-1	-6	8	0.9	1.1	-3	1546	-7	-6	-19
CN1CCN(CCCCC(=O)c2ccccc2)CC1	7	4	-2	1	1	0	1489	2	1	-9
CC(=O)C1=C(C)NC(=O)NC1c1ccc(OC2CCCC2)cc1 (centres undefined)	4	-4	-3	1	1	6	1535	0	2	-5
O=C(N/N=C/c1cccnc1)c1ccccc1OCc1ccc(Cl)cc1	4	-1	0	1	1	8	1650	-1	-1	-8
CC(C)CNC(=O)c1ccc(NC(=O)c2ccccc2[N+](=O)[O-])cc1	-3	0	14	0.9	1.1	-3	1522	-1	-6	-6
Cn1c2c(c(=O)n(C)c1=O)CN(Cc1ccc3c(c1)OCO3)CN2	-4	-5	8	0.9	1	-6	1539	-1	0	-10
COCCCNC(=O)c1ccccc1NS(C)(=O)=O	0	-1	1	1	1	0	1314	-7	4	-4
Cc1cccc2nc(Cn3c(=O)n(CCCC(=O)NCc4ccco4)c(=O)c4ccccc43)cc(=O)n12	-5	-4	5	0.9	1.1	2	1500	1	-7	-4
CCCc1cc(-c2[nH]ncc2-c2ccc3c(c2)OCCCO3)c(O)cc1O	6	1	-61	1.6	1	3	1475	10	0	-22
Cc1ccc(C(=O)/C=C/c2ccc(F)cc2)o1	-3	1	3	1	1	-2	1352	0	-4	-5
O=C(COC(=O)c1ccccc1Cl)Nc1nccs1	0	-2	34	0.7	1	-1	1428	-8	-4	-13
COC(=O)C1CC(O)CN1C(=O)Nc1cccc(C(F)(F)F)c1 (centres undefined)	1	-2	1	1	1	-2	1591	-6	-4	-3
COc1ccccc1OCCC(=O)OCC(=O)Nc1ncc(Cl)cc1Cl	-2	2	-3	1	1	-2	1403	2	-4	-13
Other entries
SMILES	PPARg SRC-2 ag	HMGR II inh	bIAP inh	bIAP activator	TNAP act hiacc	PPARg SRC-1 ag	TR-FRET SRC-2 ct	PPARg SRC3 recr	TNAP inh hi DEA	TNAP inh noacc
O=C(Cn1cnc2cc([N+](=O)[O-])ccc2c1=O)NCCc1ccc(Cl)cc1	-6	-7	4	1	1	-9	1326	-6	3	-9
COc1ccc(C2CC(=O)C(C=NCCCN3CCOCC3)=C(O)C2)cc1 (centres undefined)	6	-2	3	1	1	0	1557	6	-2	-11
CCC(C)N1C(=O)S/C(=C/c2ccc(Sc3nc4ccccc4[nH]3)o2)C1=O (centres undefined)	9	8	-8	1.1	1	3	1376	-3	-3	-11
CC(=O)Nc1cccc(N2C(=O)CC(N3CCC(C(=O)N4CCCCC4)CC3)C2=O)c1 (centres undefined)	5	-3	-8	1.1	1	3	1534	5	-3	-9
O=C(Cc1c(F)cccc1Cl)Nc1ccon1	1	-2	13	0.9	1	3	1555	-12	-4	-14
COc1ccc(-n2c(SCc3ccc([N+](=O)[O-])cc3)nnc2-c2ccccc2)cc1	-6	-2	17	0.8	1	-2	1397	-5	1	-14
CCOC1Cc2ccccc2N(C(N)=O)c2ccccc21 (centres undefined)	4	0	4	1	1	2	1568	1	-1	i

Not a hit list; 1.6% or so of the library scored in one or more.
